Screening data deposited in PubChem BioAssay by several laboratories.
Mtb RmlCD inh – M. tuberculosis RmlC/RmlD coupled enzyme inhibitors, primary screen, biochemical, compound mixtures, 384-well, from 1536-well plates; dTDP-4-dehydrorhamnose reductase (Mycobacterium tuberculosis (strain ATCC 25618 / H37Rv)) …; RmlC+RmlD coupled enzyme assay, percent inhibition; primary screen in compound mixtures; inhibition, % at 3.6 µM; 160,000 tested, 0.03% active; in the data active = inhibition mostly above about 34%, no sharp cut-off; inconclusive = no clear call, values can overlap the other calls; inactive = mostly below about 22%; note: some results filed as inactive read as strong as hits
Target sequence (P9WH09 whole entry, looked up): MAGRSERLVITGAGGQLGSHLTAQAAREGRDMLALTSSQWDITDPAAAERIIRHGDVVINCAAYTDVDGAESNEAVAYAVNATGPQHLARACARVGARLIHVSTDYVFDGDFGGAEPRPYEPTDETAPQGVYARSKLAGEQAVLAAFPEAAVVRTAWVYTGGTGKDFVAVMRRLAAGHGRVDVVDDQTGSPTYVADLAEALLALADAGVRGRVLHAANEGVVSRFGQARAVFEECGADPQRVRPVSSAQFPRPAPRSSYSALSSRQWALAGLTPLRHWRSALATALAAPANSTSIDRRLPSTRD
Target sequence (P9WH11 whole entry, looked up): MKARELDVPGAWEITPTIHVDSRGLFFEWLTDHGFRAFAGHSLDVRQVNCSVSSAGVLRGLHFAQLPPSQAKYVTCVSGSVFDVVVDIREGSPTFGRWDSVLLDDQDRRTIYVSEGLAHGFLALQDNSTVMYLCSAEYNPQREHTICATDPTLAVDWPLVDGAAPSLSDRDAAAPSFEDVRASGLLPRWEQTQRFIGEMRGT
M. tuberculosis GlmU – inhibition of mycobacterial GlmU enzyme – biochemical, glucosamine-1-phosphate acetyltransferase (AID 1376); Bifunctional protein GlmU (Mycobacterium tuberculosis (strain ATCC 25618 / H37Rv)); M. tuberculosis GlmU acetyltransferase enzyme assay; higher % means a stronger effect; inhibition, %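 (tested at 30 µM in the primary screen)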, or IC50 in µM where a hit was titrated; 220,000 tested, 0.25% active; in the data active = inhibition above about 13%; inconclusive = no clear call, values can overlap the other calls;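 note: 0% = complete reaction with vehicle and 100% = reaction without substrate; strong numbers were not always called active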
Numbers without * were called inactive; ? = inconclusive; / = not tested or not shown. The list is partial; the hit share may differ from the screen's.

SMILES	Mtb RmlCD inh	M. tuberculosis GlmU
Cc1ccc(-n2cc(C(=O)c3ccc(F)cc3)nn2)cc1Cl	-13.2	/
C[N+](C)(C)C(Cc1ccccc1)C(=O)[O-] (stereo not given)	/	-4.2%
C=CCNC(=O)c1oc2ccc(S(=O)(=O)N(CC)CC)cc2c1C	/	-3.5%
COc1ccc(CNC(=O)C2(CC3CC(c4ccccc4)=NO3)CCN(C(=O)Cc3ccc(F)cc3)CC2)cc1 (stereo not given)	/	-3.9%
O=C(CSc1nc2ccccc2c(=O)n1-c1ccccc1Cl)Nc1cccc(S(=O)(=O)N2CCOCC2)c1	8.6	2.9%
CN1C(=O)/C(=C/C=C/c2ccco2)C(=O)NC1=S	-15.9	0.8%
COc1cccc(CC(=O)Nc2ccc(S(=O)(=O)Nc3nc(C)cc(C)n3)cc2)c1	-7.3	0.8%
CN(C)c1nc2ncn(Cc3ccccc3)c2c(=O)[nH]1	-3.8	5.5%
Cc1ccc(C(C)C)c(OCC(=O)Nn2c(C)nc3ccccc3c2=O)c1	13.7	-1.6%
S=c1[nH]c(-c2ccccc2)cn1/N=C/c1cccnc1	-15.0	5.2%
CSc1nncn1/N=C/c1ccc([N+](=O)[O-])cc1	19.9	0.8%
Cc1ccc2nc3sc(C(=O)NCc4ccco4)c(N)c3cc2c1	/	-1.6%
O=C(CCl)Nc1ccc(N=Nc2ccccc2)cc1	5.6	-6.8%
O=C(CCC(=O)OCC(=O)c1ccc(-c2ccccc2)cc1)Nc1cccc2cccnc12	?	-6.0%
CCn1c(C)nc2cc(C(=O)OC(C(F)(F)C(F)F)C(F)(F)C(F)F)ccc21	-9.5	8.8%
Cc1ccc(CNc2oc(-c3cccs3)nc2C#N)cc1	-2.6	-1.1%
Cc1cc(C)c(C(=O)COC(=O)c2ccc([N+](=O)[O-])o2)cc1C	7.0	3.2%
COc1cccc(N2CCN(CC(=O)c3c[nH]c4ccc(OC)cc34)CC2C)c1 (stereo not given)	2.7	7.2%
COCC(=O)Nc1sc2c(c1C(=O)OC)CCC(C)C2 (stereo not given)	/	-1.6%
COC(=O)n1ccc(C(=O)Nc2ccccc2F)n1	/	5.4%
O=C(Nc1ccc(SC(F)F)cc1)C1=COCCO1	-7.5	1.7%
CCn1c(SCC(N)=O)nnc1-c1ccc(S(=O)(=O)N2CCN(C)CC2)cc1	4.0	-0.5%
CC(NC(=S)Nc1c(Br)cccc1OC(F)F)C(C)(C)C (stereo not given)	3.3	3.9%
COC(=O)c1ccc(COc2ccccc2/C=N/NC(=O)c2cccnc2)cc1	-4.0	-5.7%

The closing 7 entries of the section before open the next one.
SMILES	Mtb RmlCD inh	M. tuberculosis GlmU
COc1cccc(N2CCN(CC(=O)c3c[nH]c4ccc(OC)cc34)CC2C)c1 (stereo not given)	2.7	7.2%
COCC(=O)Nc1sc2c(c1C(=O)OC)CCC(C)C2 (stereo not given)	/	-1.6%
COC(=O)n1ccc(C(=O)Nc2ccccc2F)n1	/	5.4%
O=C(Nc1ccc(SC(F)F)cc1)C1=COCCO1	-7.5	1.7%
CCn1c(SCC(N)=O)nnc1-c1ccc(S(=O)(=O)N2CCN(C)CC2)cc1	4.0	-0.5%
CC(NC(=S)Nc1c(Br)cccc1OC(F)F)C(C)(C)C (stereo not given)	3.3	3.9%
COC(=O)c1ccc(COc2ccccc2/C=N/NC(=O)c2cccnc2)cc1	-4.0	-5.7%
Cc1cc(=O)cc(C)n1-c1ccc(Br)cc1	9.1	2.4%
O=C(Nc1ccc(-c2nnc3n2CCCCC3)cc1)c1ccco1	/	-6.9%
Cc1ccc(/C=C/C(=O)O)cc1S(=O)(=O)Nc1ccc2c(c1)OCO2	2.2	4.2%
O=c1[nH]c2cc(Cl)c([N+](=O)[O-])nc2[nH]1	-3.0	0.6%
CCOc1cccc(CNc2ccc(O)cc2)c1OCc1ccc(Cl)cc1Cl	6.0	/
Cc1ccc(NC(=S)c2nc3ccccc3[nH]2)cc1	/	-5.3%
CC(=O)N1CCC(N(CCN2CCOCC2)C(=S)Nc2cccc(C)c2)CC1	/	-6.8%
CC(=O)Nc1ccc(Sc2ncccc2C(=O)Nc2ccc(OC(F)(F)F)cc2)cn1	/	-1.3%
O=C(CN1C(=O)c2ccccc2C1=O)OCCOCCN=C1NS(=O)(=O)c2ccccc21	5.7	-0.1%
COCCNC(=O)CSc1nc2c(n1-c1ccccc1)CCCC2	-11.2	-1.9%
Cc1ccc(-n2c(C)cc(/C=N/NC(=O)CC3(C)OCCO3)c2C)c(C)c1	11.5	-4.8%
Cn1nnnc1SCc1cc(=O)[nH]c2ccccc12	/	-8.3%

Full records, quoted from the list. Screens in order: Mtb RmlCD inh	M. tuberculosis GlmU
Profile of `O=C(Nc1ccc(-c2nnc3n2CCCCC3)cc1)c1ccco1` = /	-6.9%
Profile of `Cc1ccc(-n2c(C)cc(/C=N/NC(=O)CC3(C)OCCO3)c2C)c(C)c1` = 11.5	-4.8%
Profile of `COCCNC(=O)CSc1nc2c(n1-c1ccccc1)CCCC2` = -11.2	-1.9%
Profile of `O=c1[nH]c2cc(Cl)c([N+](=O)[O-])nc2[nH]1` = -3.0	0.6%
Profile of `CC(=O)Nc1ccc(Sc2ncccc2C(=O)Nc2ccc(OC(F)(F)F)cc2)cn1` = /	-1.3%

Next part.
SMILES	Mtb RmlCD inh	M. tuberculosis GlmU
O=[N+]([O-])c1ccc(N2CCOCC2)cn1	8.5	0.6%
O=C(N/N=C/c1ccc2c(c1)OCO2)c1cc2ccccc2o1	18.5	5.8%
CCC(C)[C@H]1CNC(=S)N1CCc1cccc2ccccc12 (stereo not given in full)	1.7	1.8%
COc1ccc(C2NCCO2)cc1OC (stereo not given)	2.0	-8.1%
COc1ccc(C2CC(c3ccccc3)=NN2C(=O)c2ccc(Cl)c([N+](=O)[O-])c2)cc1 (stereo not given)	/	-4.5%
Cc1ccc(C(=O)NCc2ccccn2)cc1Cl	14.1	-4.8%
O=[N+]([O-])c1ccccc1/C=C/C=N/n1c(-c2ccccc2F)n[nH]c1=S	2.1	-1.4%
Cc1cc(C)cc(N(C(=O)Cc2cccs2)C(C(=O)NC2CCCCC2)c2ccccn2)c1 (stereo not given)	/	3.9%
CC(C)Cn1c(N)c(C(=O)COC(=O)c2ccccc2Cl)c(=O)n(C)c1=O	15.1	7.7%
O=C(CCn1cnc2ccccc2c1=O)Nc1ccc(Cl)c(Cl)c1	/	3.4%
CC(C)(C)NC(=O)C(c1ccc(F)cc1)N(Cc1ccco1)C(=O)c1csnn1 (stereo not given)	20.1	-3.1%
CCCN(C(=O)CCl)C1=CCCCC1	/	-1.4%
COc1ccc(/C=N/NS(=O)(=O)c2ccccc2)cc1OS(=O)(=O)c1ccc(C)cc1	-6.2	-1.8%
O=C(/C=C/c1ccc(Cl)cc1)N1CCN(c2ccc(Cl)cc2[N+](=O)[O-])CC1	-8.9	-1.1%
N#CCc1ccc(Oc2ncc(C(F)(F)F)cc2Cl)cc1	-5.8	-1.9%
Cc1cccc(Nc2ncnc3ccccc23)c1	10.3	-6.5%
CCC(=O)Nc1ccc(S(=O)(=O)Nc2cccnc2)cc1	-4.8	4.3%
CC1=C(C(=O)Nc2cccnc2)C(c2ccncc2)n2nnnc2N1 (stereo not given)	2.2	6.1%
CN1c2ccsc2C(O)=C(C(=O)Nc2ccccc2)S1(=O)=O	29.9	2.0%
COc1cccc(-c2cnc(NCc3cc(Cl)ccc3O)n2C)c1	/	1.0%
CCN1CC(O)=C(c2nc3ccccc3s2)C1=N	-7.0	-1.4%
COC(=O)CSc1nn(-c2ccc(F)cc2)c(=S)s1	-3.9	4.5%
COc1ccc(CNC(=S)NC2CCCC2)cc1	-8.2	-2.0%
CCOc1ccc(CC(=O)NNC(=S)NCCc2ccccc2)cc1	/	0.4%

In the list so far, these have an aryl methoxy group.
SMILES	Mtb RmlCD inh	M. tuberculosis GlmU
COc1ccc(CNC(=O)C2(CC3CC(c4ccccc4)=NO3)CCN(C(=O)Cc3ccc(F)cc3)CC2)cc1 (stereo not given)	/	-3.9%
COc1cccc(CC(=O)Nc2ccc(S(=O)(=O)Nc3nc(C)cc(C)n3)cc2)c1	-7.3	0.8%
COc1cccc(N2CCN(CC(=O)c3c[nH]c4ccc(OC)cc34)CC2C)c1 (stereo not given)	2.7	7.2%
COc1ccc(C2NCCO2)cc1OC (stereo not given)	2.0	-8.1%
COc1ccc(C2CC(c3ccccc3)=NN2C(=O)c2ccc(Cl)c([N+](=O)[O-])c2)cc1 (stereo not given)	/	-4.5%
COc1ccc(/C=N/NS(=O)(=O)c2ccccc2)cc1OS(=O)(=O)c1ccc(C)cc1	-6.2	-1.8%
COc1cccc(-c2cnc(NCc3cc(Cl)ccc3O)n2C)c1	/	1.0%
COc1ccc(CNC(=S)NC2CCCC2)cc1	-8.2	-2.0%

Other entries follow.
SMILES	Mtb RmlCD inh	M. tuberculosis GlmU
Cc1c(/C=C/C(=O)c2ccc(O)cc2)cnn1C	-5.8	1.4%
CCOC(=O)c1cc(-c2ccncc2)nc2c1c(C)nn2C	11.8	1.7%
COc1ccc(-c2csc(NC(=O)CSc3nc(C)nc4sc(C(=O)O)c(C)c34)n2)cc1	/	1.2%
Oc1ccc(/C=N/Nc2ncnc3nc[nH]c23)cc1	6.8	0.1%
CS(=O)(=O)N(CC(=O)N1CCC(C(N)=O)CC1)c1cc(C(F)(F)F)ccc1Cl	8.0	-4.5%
Cn1c(-c2ccc(Br)cc2)cnc1NCc1cccnc1	/	-2.4%
COC(=O)Cc1c(C)c2c(O)cc(C)cc2oc1=O	0.6	3.0%
COc1ccccc1S(=O)(=O)Cc1ccc(C(=O)N2CCN(c3ccccc3)CC2)o1	-12.0	9.0%
C/C(Cc1ccccc1)=N\NC(=O)c1ccc(F)cc1	4.9	-0.2%
COc1ccc2nc(NC(=O)C(NS(=O)(=O)c3cccc4nsnc34)C(C)C)sc2c1 (stereo not given)	4.8	/
O=C(CSc1nnc(-c2ccc(S(=O)(=O)N3CCCC3)cc2)n1CC1CCCO1)NC1CC1 (stereo not given)	3.4	3.8%
CC(=O)Oc1cccc(N2C(=O)c3ccc(C(=O)Nc4cccnc4)cc3C2=O)c1	2.4	6.1%
CC(=O)c1ccc(N2Cc3ccccc3/C2=N\C(=O)Nc2ccccc2)cc1	-7.0	-6.1%
CN(Cc1ccccc1)C(=O)c1ccccc1NC(=O)C1CC1	6.8	-5.6%
C[N+](C)(C)CCCCCC(=O)/C=N/O	5.1	0.6%
COc1ccc(NC(=O)Cn2cnc3c(oc4nc5c(cc43)COC(C)(C)C5)c2=O)cc1	/	-1.9%
COc1ccccc1C1CCN(C(=O)c2cccs2)CC1	8.5	0.4%
CCOc1ccccc1NC(=O)Cn1c(=O)n(-c2ccc(OC)cc2OC)c(=O)c2c(C)c(C(=O)N(CC)CC)sc21	7.8	-3.8%
O=C(CN(c1cccc(C(F)(F)F)c1)S(=O)(=O)c1ccc(Cl)c([N+](=O)[O-])c1)NCc1ccccc1	5.9	-1.9%
CCn1c(=O)c(C(=O)CN2CCOCC2)c(N)n(Cc2ccccc2)c1=O	4.6	-2.5%
O=Cc1cccn1-c1ncc(Br)cn1	7.2	9.2%
O=C1CC(C(=O)Nc2ccc(Cl)c(Cl)c2)S/C(=N\N=C\c2ccco2)N1 (stereo not given)	-5.7	-1.4%
